Source: PubChem BioAssay (National Center for Advancing Translational Sciences (NCATS))
Integrin act MD = activates integrin-mediated alleviation for muscular dystrophy; alpha7betagal myoblasts, beta-gal FDG fluorescence, 48 h; Potency, µM (highest dose often 38.3 µM), inactives show at the highest dose activation, actives largely listed as activators; 350,000 tested, 0.064% active; AID 624291;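 note: potency is the fitted concentration of half-maximal effect; 100% = response of the positive control SU9516; nearly all actives have a fitted effect of over 60% in size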
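Alpha7betagal+/- myoblasts (passage 13) were plated 16-24 hr, then exposed to compounds (1:260 dilution of DMSO stock) for 48 hours at 37C. After MPER lysis, β-galactosidase reporter activity was read as FDG fluorescence (ex 480/em 540) after 30 minutes.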
ELG1 repair inh = ELG1-dependent DNA repair inhibition. HEK293T ELG1-luciferase reporter, luminescence, 16 h; DNA damage induced by 5-fluorouridine. Potency, µM (highest dose often 46.1 µM), inactives show top-dose activity change, negative = inhibition, actives largely listed as inhibitors. 330,000 tested, 2.3% active; note: potency is the fitted concentration of half-maximal effect; % is set by controls: 0 for no effect and ±100 for the full control effect; nearly all actives have a fitted effect of over 55% in size
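Reporter activity after DNA damage by 5-fluorouridine is monitored. Compound-treated cells incubate 16 hr at 37 °C, then ONE-Glo is added for 30 min before luminescence reading.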
TCR activator = activates T cell receptor signaling. Potency, µM (doses to about 9.22 µM), inactives show at the highest dose activation of IL-2 secretion, most hits filed as activators. 330,000 tested, under 10 active. primary human leukocytes, anti-CD3, IL-2 HTRF, 48 h; note: % of control where 0% means no effect
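Primary human leukocytes receive a-CD3 beads and test compound and are incubated 48 hr. Secreted IL-2 is then assayed by HTRF, measuring 665nm acceptor emission after 320nm excitation of the europium donor.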
TRPV1 ag = agonists of human vanilloid receptor 1 (TRPV1); Q8NER1; TRPV1-expressing cells, Fluo-8 calcium influx, agonist mode; activation, % at 8.33 µM; 320,000 tested, 0.19% active; AID 540275; in the data active = activation above about 80%; inconclusive = between about 30% and that limit; note: 0% is about no effect
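Fluo-8 calcium influx in TRPV1-expressing cells, kinetic read (ex 480/em 520 nm). Compound added and read 3 min for agonist activity, followed by capsaicin at EC20 final and 2 min further read for enhancement.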
BRCA1 expr up = BRCA1 expression activation | MCF7-BRCA1-FFLuc reporter, luminescence, 48 h; response scale: scaled: vehicle 0%, 10 µM genistein 100% | Potency, µM (series often up to 46.1 µM), inactives show at the top dose activation, most hits filed as activators | 380,000 tested, 1.1% active | AID 624202; note: potency is the fitted concentration of half-maximal effect; nearly all actives have a fitted effect of over 80% in size; some results filed as inactive show a strong effect at the top dose
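Using MCF7 cells harboring a BRCA1 firefly luciferase reporter, plated 2 h before compound pinning, the screen measured luminescence after 48 h incubation. Responses were normalized to DMSO and 10 microM genistein, then fitted for concentration-effect.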
PTAP TSG101 blk = blocks PTAP/TSG101 interaction to inhibit HIV-1 budding | AID 493005 | Potency, µM (series often up to 115 µM), for the others: at the top dose activity change, negative = inhibition, hits mostly inhibitors | Fluorescence polarization, FITC-PTAP peptide / Tsg101 binding | 340,000 tested, under 10 active | Q99816; active = well fitted inhibition curve with a large enough effect in the main read-out, with a control signal flat, not every such curve was filed as active; inconclusive = small, poorly fitted or top-dose-only effect, or effect the other way, or a change in a side signal; inactive = no such curve, though single readings can be large or run the other way; note: potency is the fitted concentration of half-maximal effect; % of control where 0% means no effect
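FP read-out: FITC-PTAP peptide, 50 nM final, binding Tsg101 binding domain, 10 uM final; 20 min, r.t.; 10 mM HEPES pH 7.5, 0.15 M NaCl, 0.01% Tween 20, 3 mM EDTA, 0.1 mM TCEP.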
MLL CXXC-DNA inh = MLL CXXC-DNA interaction inhibition | Q03164 | MLL-CXXC / FITC-HOXA9 DNA fluorescence polarization | Potency, µM (titrated, usually from 115 µM), inactives show top-dose activity change, negative = inhibition, usual class: inhibitors | 290,000 tested, 0.037% active; active = well fitted inhibition curve with a large enough effect in the polarisation, with a control signal flat, not every such curve was filed as active; inconclusive = small, poorly fitted or top-dose-only effect, or effect the other way, or a change in a side signal; inactive = no such curve, though single readings can be large or run the other way; the % refers to the polarisation; note: potency is the fitted concentration of half-maximal effect
Target sequence (Q03164 whole entry, looked up): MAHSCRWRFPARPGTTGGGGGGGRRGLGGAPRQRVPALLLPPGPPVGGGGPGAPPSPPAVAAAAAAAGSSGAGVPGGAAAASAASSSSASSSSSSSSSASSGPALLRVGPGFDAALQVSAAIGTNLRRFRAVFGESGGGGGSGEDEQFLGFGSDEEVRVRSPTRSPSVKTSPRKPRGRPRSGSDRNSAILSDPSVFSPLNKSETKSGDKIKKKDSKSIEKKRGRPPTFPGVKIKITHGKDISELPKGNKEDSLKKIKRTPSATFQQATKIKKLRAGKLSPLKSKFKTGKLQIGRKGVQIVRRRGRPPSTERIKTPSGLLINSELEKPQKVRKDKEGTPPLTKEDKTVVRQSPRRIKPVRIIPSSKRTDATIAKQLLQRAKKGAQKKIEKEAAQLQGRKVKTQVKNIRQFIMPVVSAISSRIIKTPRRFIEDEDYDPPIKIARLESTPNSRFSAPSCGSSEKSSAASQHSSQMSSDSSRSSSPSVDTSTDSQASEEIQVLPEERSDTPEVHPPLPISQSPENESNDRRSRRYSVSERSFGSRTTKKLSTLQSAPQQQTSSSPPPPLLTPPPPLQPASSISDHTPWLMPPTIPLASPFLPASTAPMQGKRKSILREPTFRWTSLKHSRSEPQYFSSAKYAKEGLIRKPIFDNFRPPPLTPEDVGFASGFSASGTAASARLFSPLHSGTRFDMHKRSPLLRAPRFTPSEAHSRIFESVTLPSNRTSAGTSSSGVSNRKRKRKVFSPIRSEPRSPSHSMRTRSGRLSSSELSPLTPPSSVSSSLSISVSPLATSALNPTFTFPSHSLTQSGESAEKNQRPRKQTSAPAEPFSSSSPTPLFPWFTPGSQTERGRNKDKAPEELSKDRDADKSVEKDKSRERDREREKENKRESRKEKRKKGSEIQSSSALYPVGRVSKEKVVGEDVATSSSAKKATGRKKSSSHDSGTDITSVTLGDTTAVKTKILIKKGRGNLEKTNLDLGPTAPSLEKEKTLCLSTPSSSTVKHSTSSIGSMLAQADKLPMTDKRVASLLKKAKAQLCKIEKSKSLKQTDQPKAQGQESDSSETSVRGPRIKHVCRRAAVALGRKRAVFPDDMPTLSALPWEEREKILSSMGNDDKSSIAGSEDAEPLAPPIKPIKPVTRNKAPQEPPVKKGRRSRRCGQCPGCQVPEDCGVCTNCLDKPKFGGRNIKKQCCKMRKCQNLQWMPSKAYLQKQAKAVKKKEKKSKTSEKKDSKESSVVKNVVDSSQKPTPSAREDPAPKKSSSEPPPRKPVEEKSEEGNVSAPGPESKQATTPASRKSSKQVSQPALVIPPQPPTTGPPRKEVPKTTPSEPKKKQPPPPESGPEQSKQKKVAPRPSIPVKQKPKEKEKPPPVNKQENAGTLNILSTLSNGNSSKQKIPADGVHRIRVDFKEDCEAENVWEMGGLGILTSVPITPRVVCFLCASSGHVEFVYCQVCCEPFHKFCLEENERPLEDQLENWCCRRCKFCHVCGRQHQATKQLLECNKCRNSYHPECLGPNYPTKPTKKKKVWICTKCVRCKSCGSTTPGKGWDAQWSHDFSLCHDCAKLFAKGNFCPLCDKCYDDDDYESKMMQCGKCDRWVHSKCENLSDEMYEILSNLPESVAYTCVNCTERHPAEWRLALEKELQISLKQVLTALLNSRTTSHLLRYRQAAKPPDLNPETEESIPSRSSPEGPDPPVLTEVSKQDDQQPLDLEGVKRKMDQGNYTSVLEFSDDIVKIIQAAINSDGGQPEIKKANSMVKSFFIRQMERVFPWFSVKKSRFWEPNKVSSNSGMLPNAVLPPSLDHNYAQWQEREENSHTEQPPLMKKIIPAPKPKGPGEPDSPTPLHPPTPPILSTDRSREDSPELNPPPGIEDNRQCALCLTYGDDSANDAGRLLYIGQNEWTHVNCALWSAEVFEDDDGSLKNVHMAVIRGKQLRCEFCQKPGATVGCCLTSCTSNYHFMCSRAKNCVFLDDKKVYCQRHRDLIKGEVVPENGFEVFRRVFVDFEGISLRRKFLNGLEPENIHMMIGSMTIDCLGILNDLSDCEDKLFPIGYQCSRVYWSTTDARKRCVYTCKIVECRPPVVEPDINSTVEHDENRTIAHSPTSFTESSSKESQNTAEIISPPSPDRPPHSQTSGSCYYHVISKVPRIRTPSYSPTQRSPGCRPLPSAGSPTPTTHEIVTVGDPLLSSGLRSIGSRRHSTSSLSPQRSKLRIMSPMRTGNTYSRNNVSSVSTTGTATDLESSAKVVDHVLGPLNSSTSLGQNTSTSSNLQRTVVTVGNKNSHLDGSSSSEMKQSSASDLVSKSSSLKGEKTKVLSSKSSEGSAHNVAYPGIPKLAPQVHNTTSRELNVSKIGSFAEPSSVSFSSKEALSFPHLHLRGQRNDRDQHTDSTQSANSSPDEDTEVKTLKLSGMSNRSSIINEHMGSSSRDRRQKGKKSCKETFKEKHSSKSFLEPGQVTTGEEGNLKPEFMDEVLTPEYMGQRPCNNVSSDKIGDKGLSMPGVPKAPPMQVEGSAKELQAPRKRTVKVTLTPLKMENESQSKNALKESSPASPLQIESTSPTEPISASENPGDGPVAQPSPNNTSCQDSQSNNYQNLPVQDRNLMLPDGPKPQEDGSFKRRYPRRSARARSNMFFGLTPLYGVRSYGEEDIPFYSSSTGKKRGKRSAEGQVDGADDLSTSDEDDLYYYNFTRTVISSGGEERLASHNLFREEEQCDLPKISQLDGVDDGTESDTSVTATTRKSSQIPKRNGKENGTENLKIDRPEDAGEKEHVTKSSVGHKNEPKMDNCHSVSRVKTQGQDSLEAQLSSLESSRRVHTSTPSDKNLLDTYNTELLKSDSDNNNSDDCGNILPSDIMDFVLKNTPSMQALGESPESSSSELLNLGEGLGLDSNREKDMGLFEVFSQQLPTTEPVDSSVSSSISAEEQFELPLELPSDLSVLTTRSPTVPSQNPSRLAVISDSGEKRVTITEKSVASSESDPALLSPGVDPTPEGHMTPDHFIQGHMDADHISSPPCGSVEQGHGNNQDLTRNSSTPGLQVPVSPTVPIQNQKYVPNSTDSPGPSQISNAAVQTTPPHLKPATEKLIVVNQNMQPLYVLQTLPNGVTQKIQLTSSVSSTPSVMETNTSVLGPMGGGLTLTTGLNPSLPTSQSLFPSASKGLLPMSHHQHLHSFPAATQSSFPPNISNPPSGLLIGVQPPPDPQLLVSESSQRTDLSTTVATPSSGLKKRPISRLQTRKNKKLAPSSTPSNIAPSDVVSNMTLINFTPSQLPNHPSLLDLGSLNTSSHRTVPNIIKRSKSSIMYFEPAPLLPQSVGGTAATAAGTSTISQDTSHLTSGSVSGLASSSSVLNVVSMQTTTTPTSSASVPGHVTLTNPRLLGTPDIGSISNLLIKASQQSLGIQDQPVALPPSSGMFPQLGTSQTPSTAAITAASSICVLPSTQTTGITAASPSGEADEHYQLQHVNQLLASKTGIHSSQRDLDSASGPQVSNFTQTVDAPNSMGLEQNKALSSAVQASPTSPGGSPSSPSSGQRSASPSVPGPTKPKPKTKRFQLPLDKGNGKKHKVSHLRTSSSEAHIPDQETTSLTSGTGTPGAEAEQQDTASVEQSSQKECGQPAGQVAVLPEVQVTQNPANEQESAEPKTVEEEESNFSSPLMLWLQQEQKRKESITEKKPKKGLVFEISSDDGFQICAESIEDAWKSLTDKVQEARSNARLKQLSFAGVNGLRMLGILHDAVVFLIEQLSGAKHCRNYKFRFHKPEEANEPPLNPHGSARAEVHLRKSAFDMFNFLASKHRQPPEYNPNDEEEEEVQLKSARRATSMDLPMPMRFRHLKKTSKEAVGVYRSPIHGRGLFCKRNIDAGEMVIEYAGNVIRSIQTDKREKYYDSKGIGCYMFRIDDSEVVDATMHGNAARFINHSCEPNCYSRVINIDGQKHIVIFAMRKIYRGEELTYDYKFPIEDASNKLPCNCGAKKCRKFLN
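Steps: dispense CXXC domain solution (7 uM) → pin compounds or unlabeled HOX-A9 DNA control → 5 min ambient → add FLSN-HOX-A9 solution (50 nM) → spin → 30 min ambient → fluorescence polarization. Tris pH 7.5/NaCl/DTT/BSA buffer.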
B2AR arrestin = beta2AR (human) beta-arrestin recruitment activity. P07550. Potency, µM (doses to about 46.1 µM), for the others: at the top dose activation, usual class: activators. 330,000 tested, 0.02% active. beta-arrestin recruitment to beta2AR, cell-based reporter;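 note: potency is the fitted concentration of half-maximal effect; 0% = DMSO controls and full agonism = EC100 isoproterenol or metaproterenol; nearly all actives have a fitted effect of over 65% in size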
A-T KAP1 phos = potential ataxia-telangiectasia treatment. […] A-T fibroblasts, KAP-1 phosphorylation AlphaLISA; neocarzinostatin DNA damage 30 min before lysis. Potency, µM (highest dose often 57.5 µM), for the others: at the highest dose activation, hits mostly activators. 320,000 tested, 0.19% active; note: potency is the fitted concentration of half-maximal effect; % of control where 0% means no effect; nearly all actives have a fitted effect of over 45% in size
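ATM-like activity read as KAP-1 phosphorylation via AlphaLISA donor/acceptor antibody pairs after lysis and 6 hr at 25C. Cells were ATM-null patient fibroblasts ([…], hTERT), dosed 60 min, then exposed to the DSB inducer NCS for 30 min.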
p53 reactivator = re-activators of mutant p53. H1299 p53-A138V BP100-luciferase reporter, luminescence, 24 h. Potency, µM (doses to about 92.2 µM), for the others: top-dose activity change, positive = activation, usual class: activators. 320,000 tested, 0.063% active. AID 504706; note: potency is the fitted concentration of half-maximal effect; % of control where 0% means no effect; nearly all actives have a fitted effect of over 45% in size
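H1299 (p53-null), stable ts p53-A138V + BP100-Luc; 1000 cells/well, Opti-MEM/10% FBS; cpd 4 pt, 1:5; 24 h, 37 deg C, 5% CO2; detection reagent 10 min RT; luminescence.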
Numbers without * were called inactive; ? = inconclusive; . = no result given; [ ] = remark or other dose. Unless noted, calls come from the whole dose curve; as a rule, active = well fitted curve in the direction sought with a large enough effect; inconclusive = small, poorly fitted or top-dose-only effect, or another doubt; inactive = no such curve, though single readings can be large; an effect the other way counts as inactive or inconclusive.

1: CCOC(=O)CSc1nnc(NCC(=O)OC)c(=O)[nH]1
2: S=c1[nH]nc(COc2cccc(Cl)c2)n1Cc1ccccc1
3: O=C(O)CCC(NS(=O)(=O)c1ccc(-c2ccccc2)cc1)C(=O)O (stereo unspecified)
4: COc1ccc(Oc2ccc(C(F)(F)F)cc2NC(=O)c2ccc(C)cc2)cc1
5: O=C(O)C1CC=CCC1C(=O)Nc1ccc(S(=O)(=O)N2CCCc3ccccc32)cc1 (stereo unspecified)
6: COCC(C)n1c(SCC(=O)N2CCCCC2)nc2ccccc2c1=O (stereo unspecified)

assay / compound	1	2	3	4	5	6
Integrin act MD	-5%	-32%[inhibitor]	37%	-3%	18%	0%
ELG1 repair inh	?	?	1%	6%	18%	-5%
TCR activator	1%	-6%	.	0%	-1%	2%
TRPV1 ag	3	-1	-1	-6	2	?
BRCA1 expr up	2%	0%	0%	-19%	1%	-13%
PTAP TSG101 blk	-2%	-2%	-4%	-7%	-5%	0%
MLL CXXC-DNA inh	1%	8%	-5%	-1%	-4%	-1%
B2AR arrestin	0.5%	-0.1%	0.1%	-0.7%	-0.3%	0.1%
A-T KAP1 phos	-2%	-3%	.	5%	1%	-6%
p53 reactivator	2%	-3%	3%	1%	20%	-6%

7: CCC(=C(c1ccc(OC)cc1)c1ccc(OC)cc1)c1cn(CC(O)CN2CCN(C)CC2)c2ccccc12 (stereo unspecified)
8: Cc1ccc2c(CC(=O)Nc3sccc3C(N)=O)coc2c1
9: CC(C)(C)C(=O)NC(=O)Nc1ccccc1C(F)(F)F
10: CC(C)(C)OC(=O)N/N=C\c1ccc[nH]1
11: COc1ccc(C2(CNC(C)=O)CCCC2)cc1OC
12: Cc1nc(Nc2cccc(F)c2)c2oc3ccccc3c2n1

assay / compound	7	8	9	10	11	12
Integrin act MD	-1%	-8%	31%	-18%	27%	21%
ELG1 repair inh	?	?	?	?	?	?
TCR activator	-6%	9%	10%	.	-3%	1%
TRPV1 ag	-2	-7	15	4	-1	99*
BRCA1 expr up	-90%[inhibitor]	1.3µM*	24%	16%	0%	-18%
PTAP TSG101 blk	-3%	0%	1%	-1%	-9%	-4%
MLL CXXC-DNA inh	?	2%	-5%	0%	-2%	-6%
B2AR arrestin	0.1%	-0.1%	-0.2%	-0.1%	0.1%	0.1%
A-T KAP1 phos	-4%	-4%	3%	-1%	1%	9%
p53 reactivator	-15%	-3%	6%	5%	-3%	4%

13: CC1(C)O[C@@H]2C[C@H]3[C@@H]4CCC5=CC(=O)CC[C@]5(C)[C@@]4(F)[C@@H](O)C[C@]3(C)[C@]2(C(=O)CCl)O1
14: Cc1cc(C)c(S(=O)(=O)N2CCc3ccccc32)c(C)c1
15: O=C(Nc1nncs1)c1ccc(S(=O)(=O)c2ccccc2)cc1
16: COC(=O)c1cc(N=Nc2c(C)[nH]c3ccccc23)cc(C(=O)OC)c1
17: COc1ccc(/C=N/Nc2cn[nH]c(=O)c2Cl)cc1
18: COc1ccc(NC(=O)c2sccc2C)cn1

assay / compound	13	14	15	16	17	18
Integrin act MD	.	5%	20%	-18%	-2%	-11%
ELG1 repair inh	1%	12%	4%	1%	?	?
TCR activator	-9%	-2%	-3%	-1%	-7%	-5%
TRPV1 ag	0	-2	0	-9	0	12
BRCA1 expr up	-31%	-20%	14%	-1%	48%	7.9µM*
PTAP TSG101 blk	-1%	3%	-11%	-2%	-2%	-1%
MLL CXXC-DNA inh	.	-5%	12%	-13%	-1%	3%
B2AR arrestin	-0.3%	0.0%	0.1%	0.1%	0.3%	0.3%
A-T KAP1 phos	1%	14%	-1%	-3%	1%	8%
p53 reactivator	1%	-2%	-11%	-10%	2%	?

19: CCOc1ccc(/C=N/NC(=O)Cn2ccnc2C)cc1
20: Cc1cnc(=O)[nH]c1SCc1ccccc1F
21: Cc1cc(C)c(S(=O)(=O)N2CCN(CCO)CC2)c(C)c1
22: O=[N+]([O-])c1ccc(/C=C/c2ccc3ccccc3n2)cc1
23: COc1ccccc1NC(=O)COC(=O)[C@@H]1CCCN1C(=O)c1cccs1
24: COC(=O)c1ccccc1NC(=S)NC(=O)C1CCCCC1

assay / compound	19	20	21	22	23	24
Integrin act MD	2%	15%	6%	-16%	4%	3%
ELG1 repair inh	1%	0%	12%	?	-1%	-8%
TCR activator	-4%	4%	0%	1%	-4%	-5%[46.1 µM]
TRPV1 ag	3	4	2	2	10	8
BRCA1 expr up	-12%	3%	0%	-19%	-6%	-27%
PTAP TSG101 blk	-2%	-14%	1%	-2%	-9%	0%
MLL CXXC-DNA inh	14%	?	4%	14%	2%	38%[activator]
B2AR arrestin	-0.5%	-0.6%	-0.6%	-0.1%	0.1%	-1.6%
A-T KAP1 phos	11%	13%	12%	-3%	2%	-7%
p53 reactivator	1%	-6%	0%	?	-4%	8%

25: COc1ccccc1/C=C1\SC(=O)N(CC(=O)NCCCn2ccnc2)C1=O
26: CC(NC(=O)NCCCn1ccnc1)(C(F)(F)F)C(F)(F)F
27: CCOC(=O)CCCCC(=O)c1[nH]c(=O)[nH]c1CSc1nc(-c2ccccc2)c(C#N)c(=O)[nH]1
28: O=C(CSc1nnc(COc2ccccc2Cl)o1)NC(=O)NC1CCCC1
29: CCOc1ccc(/C=C(\C(=O)O)c2ccc(S(=O)(=O)N3CCCCC3)s2)cc1OC
30: O=C(Cc1cccs1)NCCc1cn2ccccc2n1

assay / compound	25	26	27	28	29	30
Integrin act MD	1%	5%	?	-29%	14%	9%
ELG1 repair inh	2%	4%	2%	2%	1%	9%
TCR activator	6%	10%	-3%	5%	3%	-6%
TRPV1 ag	9	-1	1	4	.	-1
BRCA1 expr up	-15%	0%	7%	-13%	-6%	11%
PTAP TSG101 blk	-1%	-3%	-5%	-4%	-1%	-4%
MLL CXXC-DNA inh	6%	6%	5%	-4%	.	1%
B2AR arrestin	-0.1%	-0.1%	-0.3%	0.1%	0.4%	0.1%
A-T KAP1 phos	3%	2%	1%	2%	14%	4%
p53 reactivator	1%	3%	4%	13%	-3%	2%

31: COc1cccc(NC(=O)NCCCSC2CCCCC2)c1
32: CN(C)C1CCN(C(=O)c2cccc(OC3CCN(S(=O)(=O)N(C)C)CC3)c2)C1 (stereo unspecified)
33: O=C(OCc1cc(-c2ccccc2)no1)c1ccc2ccccc2n1
34: NNC(=O)C(Cc1cnc[nH]1)NC(=O)OCc1ccccc1 (stereo unspecified)
35: COc1ccc(-n2c3c(cc(C(=O)NNc4ccccc4C)c2=O)C(=O)CC(C)(C)C3)cc1
36: Cc1ccc2[nH]c(C(=O)O)c(NC(=O)c3ccccc3[N+](=O)[O-])c2c1

assay / compound	31	32	33	34	35	36
Integrin act MD	-19%	12%	-6%	2%	3%	6%
ELG1 repair inh	-12%	-4%	2%	2%	1%	8%
TCR activator	6%	2%	0%	4%	-1%	1%[46.1 µM]
TRPV1 ag	?	-4	7	2	2	0
BRCA1 expr up	0%	-4%	15%	0%	-3%	-16%
PTAP TSG101 blk	-1%	.	-1%	0%	-4%	3%
MLL CXXC-DNA inh	-13%	-16%	-1%	12%	4%	-8%
B2AR arrestin	-0.3%	0.3%	-0.5%	0.4%	-0.2%	-4.4%
A-T KAP1 phos	-6%	32%	0%	-3%	4%	1%
p53 reactivator	-15%	8%	12%	4%	-3%	2%

Some of the entries so far, field by field:
2: S=c1[nH]nc(COc2cccc(Cl)c2)n1Cc1ccccc1
  Integrin act MD: -32%[inhibitor]
  ELG1 repair inh: ?
  TCR activator: -6%
  TRPV1 ag: -1
  BRCA1 expr up: 0%
  PTAP TSG101 blk: -2%
  MLL CXXC-DNA inh: 8%
  B2AR arrestin: -0.1%
  A-T KAP1 phos: -3%
  p53 reactivator: -3%

3: O=C(O)CCC(NS(=O)(=O)c1ccc(-c2ccccc2)cc1)C(=O)O (stereo unspecified)
  Integrin act MD: 37%
  ELG1 repair inh: 1%
  TCR activator: .
  TRPV1 ag: -1
  BRCA1 expr up: 0%
  PTAP TSG101 blk: -4%
  MLL CXXC-DNA inh: -5%
  B2AR arrestin: 0.1%
  A-T KAP1 phos: .
  p53 reactivator: 3%

4: COc1ccc(Oc2ccc(C(F)(F)F)cc2NC(=O)c2ccc(C)cc2)cc1
  Integrin act MD: -3%
  ELG1 repair inh: 6%
  TCR activator: 0%
  TRPV1 ag: -6
  BRCA1 expr up: -19%
  PTAP TSG101 blk: -7%
  MLL CXXC-DNA inh: -1%
  B2AR arrestin: -0.7%
  A-T KAP1 phos: 5%
  p53 reactivator: 1%

5: O=C(O)C1CC=CCC1C(=O)Nc1ccc(S(=O)(=O)N2CCCc3ccccc32)cc1 (stereo unspecified)
  Integrin act MD: 18%
  ELG1 repair inh: 18%
  TCR activator: -1%
  TRPV1 ag: 2
  BRCA1 expr up: 1%
  PTAP TSG101 blk: -5%
  MLL CXXC-DNA inh: -4%
  B2AR arrestin: -0.3%
  A-T KAP1 phos: 1%
  p53 reactivator: 20%
